Source: PubChem (National Center for Advancing Translational Sciences (NCATS))
HepG2 tox: qHTS for Inhibitors of TGF-b: Cytotox Counterscreen; AID 588856, 2011; hit rate 0.76% among 410,000; Potency, µM (titrated, usually from 46.1 µM), without a hit: at the highest dose activity change, negative = cytotoxicity, hits mostly cytotoxic; HepG2 CAGA-GFP viability, ATP luminescence, 18 h; also: potency is read from the fitted curve at half-maximal effect; some results filed as inactive show a strong effect at the top dose
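HepG2 CAGA-GFP cells (1000/well, DMEM with 1% FBS) received compound, then TGF-beta at 500 pg/mL final, and were incubated 18 hours at 37 degrees C. Viability was read by CellTiter-Glo luminescence. Media-only wells were set as complete cell-killing and DMSO as no toxicity.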
IL2 activator: qHTS of IL-2 Activators | IL-2 activation reporter assay, cell-based qHTS; stimulated with anti-CD3/CD4/CD28 beads; in transgenic mouse T cells | activation, % (series mostly up to about 46 µM) | hit rate 0.065% among 360,000 | AID 652025, 2013; in the data active = activation above about 50%; inconclusive = mostly about 30% to 49%; also: 0% is about no effect
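Unstimulated transgenic mouse T cells; 60-min compound exposure; bead-based TCR/CD4/CD28 stimulation; 18 h culture, 37 degrees C; dual fluorescence (EGFP, DsRed) plate cytometry.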
A549 tox: Nrf2 qHTS screen for inhibitors: counterscreen for cytotoxicity | A549 ARE-Fluc cells, CellTiter-Fluor viability, 18-24 h | hit rate 0.16% among 390,000 | Potency, µM (titrated, usually from 46 µM), inactives show top-dose activity change, negative = cytotoxicity, hits mostly inhibitors | AID 504648, 2011; also: potency is read from the fitted curve at half-maximal effect; % is scaled to controls: 0 for no effect and ±100 for the full control effect
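A549 ARE_Fluc cells in 5% FBS OPTI-MEM were exposed to compounds in concentration-response for 18-24 h at 37 deg C. Viability was read by CellTiter-Fluor fluorescence (Ex 405/Em 525) after 30 min, before the luciferase read.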
Nrf2 activator: qHTS of Nrf2 Activators; AREc32 ARE-luciferase reporter (MCF7-derived line), luminescence, 24 h; Potency, µM (series often up to 46.1 µM), without a hit: at the top dose activation, most hits filed as activators; hit rate 0.31% among 410,000; AID 624171, 2012; also: potency is read from the fitted curve at half-maximal effect; % of control where 0% means no effect; nearly all actives have a fitted effect of over 65% in size
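Nrf2 activation is followed as ARE-luciferase induction in the AREc32 line after one day of compound treatment; luminescence is read with Steady-Glo.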
S2 tox: Viability Counterscreen for Primary qHTS for Inhibitors of ATXN expression; S2 cells (HEK-293 line with an ATXN2-luciferase reporter) viability, CellTiter-Fluor protease fluorescence, 24 h; Potency, µM (series often up to 56.7 µM), usual class: cytotoxic; hit rate 0.49% among 400,000; AID 651635, 2014; also: potency is read from the fitted curve at half-maximal effect; nearly all actives have a fitted effect of over 40% in size
ATXN2 expr inh: Primary qHTS for Inhibitors of ATXN expression; hit rate 0.72% among 360,000; HEK-293 ATXN2-luciferase reporter, luminescence, 24 h; Potency, µM (series often up to 57 µM), for inactives: at the top dose activity change, negative = inhibition, usual class: inhibitors; AID 1745845, 2022; also: potency is read from the fitted curve at half-maximal effect; % is scaled to controls: 0 for no effect and ±100 for the full control effect; nearly all actives have a fitted effect of over 55% in size
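qHTS (up to 57 uM final) was run with 24 h compound exposure of reporter cells at 37 °C. Each well was multiplexed: SteadyGlo luminescence measured ATXN2-luciferase expression after a fluorogenic Gly-Phe-AFC viability readout (25 uM final).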
TGFb inhibitor: qHTS for Inhibitors of TGF-b. HepG2 CAGA-GFP TGF-b/SMAD3 reporter, GFP fluorescence, 18 h; TGF-beta stimulated, 500 pg/mL final. Potency, µM (doses to about 46.1 µM), for inactives: top-dose activity, negative = inhibition, most hits filed as inhibitors. hit rate 1.2% among 410,000. AID 588855, 2011; also: potency is read from the fitted curve at half-maximal effect; % is scaled to controls: 0 for no effect and ±100 for the full control effect; nearly all actives have a fitted effect of over 65% in size
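Cell-based qHTS in HEPG2 carrying a CAGA-GFP Smad reporter; compounds added before 500 pg/mL final TGF-beta, 18 h incubation at 37 degrees C, GFP fluorescence quantified per cell by imaging cytometry.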
EPAC2 agonist: qHTS for Agonist of cAMP-regulated guanine nucleotide exchange factor 4 (EPAC2): primary screen. Potency, µM (series often up to 154 µM), for the others: at the top dose activation, hits mostly activators. Rap guanine nucleotide exchange factor 4 (Homo sapiens), Q8WZA2. hit rate 0.079% among 360,000. AID 720711, 2013. EPAC2 activation, biochemical qHTS; response scale: 100% = 6.5 mM cAMP response; also: potency is read from the fitted curve at half-maximal effect; nearly all actives have a fitted effect of over 50% in size
Target sequence (Q8WZA2 whole entry, looked up): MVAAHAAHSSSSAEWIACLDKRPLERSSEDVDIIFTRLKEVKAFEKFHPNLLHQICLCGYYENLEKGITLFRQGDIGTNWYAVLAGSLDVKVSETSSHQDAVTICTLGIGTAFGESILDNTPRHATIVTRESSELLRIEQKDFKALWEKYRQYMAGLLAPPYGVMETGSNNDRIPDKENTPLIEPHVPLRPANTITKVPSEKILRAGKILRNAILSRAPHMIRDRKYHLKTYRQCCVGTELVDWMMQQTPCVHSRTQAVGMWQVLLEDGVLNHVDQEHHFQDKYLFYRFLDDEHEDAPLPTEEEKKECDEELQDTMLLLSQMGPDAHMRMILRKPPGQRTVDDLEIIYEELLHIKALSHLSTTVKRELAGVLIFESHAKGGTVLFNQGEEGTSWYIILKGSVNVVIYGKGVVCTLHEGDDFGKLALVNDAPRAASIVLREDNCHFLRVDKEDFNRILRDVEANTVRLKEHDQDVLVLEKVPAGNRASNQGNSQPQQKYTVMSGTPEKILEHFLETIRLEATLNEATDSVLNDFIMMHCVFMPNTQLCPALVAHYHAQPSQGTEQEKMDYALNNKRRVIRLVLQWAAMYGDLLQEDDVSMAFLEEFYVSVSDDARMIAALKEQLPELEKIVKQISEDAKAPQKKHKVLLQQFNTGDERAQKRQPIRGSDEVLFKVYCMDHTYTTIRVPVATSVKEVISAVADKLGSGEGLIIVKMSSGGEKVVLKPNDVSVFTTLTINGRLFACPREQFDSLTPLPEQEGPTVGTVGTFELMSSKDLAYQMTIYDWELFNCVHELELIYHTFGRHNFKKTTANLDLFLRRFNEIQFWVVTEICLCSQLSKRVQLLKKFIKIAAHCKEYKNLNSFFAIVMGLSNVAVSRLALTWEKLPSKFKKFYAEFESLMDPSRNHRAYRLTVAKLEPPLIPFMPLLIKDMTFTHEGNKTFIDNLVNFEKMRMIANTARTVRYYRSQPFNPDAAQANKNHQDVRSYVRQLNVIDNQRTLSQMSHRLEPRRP
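Exchange assay: 100 nM EPAC2 with 250 nM Rap1B-BODIPY-GDP and 50 uM GDP. Fluorescence (ex 480/em 540 nm) read every 5 min for 30 min at room temperature. Data normalized to 6.5 mM cAMP as agonist control.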
Nrf2 inh: Nrf2 qHTS screen for inhibitors | hit rate 2.1% among 360,000 | A549 ARE-Fluc reporter, luciferase luminescence, 18-24 h | Potency, µM (series often up to 46 µM), inactives show at the highest dose activity change, negative = inhibition, usual class: inhibitors; also: potency is read from the fitted curve at half-maximal effect; % is scaled to controls: 0 for no effect and ±100 for the full control effect; nearly all actives have a fitted effect of over 60% in size
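Quantitative HTS in A549 cells stably bearing an antioxidant response element-firefly luciferase construct. Inhibition of Nrf2-driven transcription was scored by luminescence after 18-24 h of compound exposure at 37 °C.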
Starred values were filed as active, the others as inactive; i = inactive; ? = inconclusive; nt = no result given; [ ] = dose if it differs, or a comment. Unless noted, calls follow the shape of the dose curve; as a rule, active = well fitted curve in the direction sought with a large enough effect; inconclusive = small, poorly fitted or top-dose-only effect, or another doubt; inactive = no such curve, though single readings can be large; an effect the other way counts as inactive or inconclusive.

Each structure is followed by: HepG2 tox | IL2 activator | A549 tox | Nrf2 activator | S2 tox | ATXN2 expr inh | TGFb inhibitor | EPAC2 agonist | Nrf2 inh
CCOc1ccccc1NC(=O)N1CCCC1C(=O)Nc1ccc(NC(C)=O)cc1 (stereo not given)
  -11.1% | -3.1 | 7.4% | -0.8% | i | -6.1% | -8.1% | -4.4% | -6.4%
CC(=O)NN1C(=O)c2ccc3c4c(ccc(c24)C1=O)C(=O)N(NC(C)=O)C3=O
  10µM* | 2.5 | -4.7% | -4.2% | nt | nt | 7.94µM* | 1.3% | 3.1%
C=CCSc1nc(O)c(C2OC(=O)c3c2ccc(OC)c3OC)c(=O)n1-c1ccccc1 (stereo not given)
  -1.6% | -0.9 | 9.7% | 0.9% | i | 5.6% | -0.6% | 1.5% | -13.1%
CCc1ccccc1N1C(=O)[C@@H]2Cc3ccccc3CN2C1=O
  -7.0% | -0.1 | -3.6% | 0.0% | nt | -5.5% | 0.0% | 3.0% | -6.9%
CC(C)(C)OC(=O)N1CCC(CNC(=O)c2ccc(F)cc2F)CC1
  25.9% | -2.3 | -1.4% | 0.2% | i | -2.5% | -22.7% | -1.9% | -0.3%
CC(C)(C)NS(=O)(=O)c1ccc2[nH]c3c(c2c1)CCCCC3
  12.3% | -2.3 | -15.7% | 0.0% | i | 13.4% | -3.7% | 8.6% | ?
CCN(CC)c1ccc(NC(=O)C2CCN(S(=O)(=O)c3c(C)noc3/C=C/c3ccccc3F)CC2)c(C)c1
  -14.8% | nt | 1.7% | 6.7% | nt | nt | -10.9% | nt | nt
Cc1ccnc(NC(=O)CCC(=O)N(CC(=O)NCc2ccccc2)c2ccc3c(c2)OCO3)c1
  13.3% | 0.2 | 2.5% | 0.2% | i | -2.7% | -6.4% | 3.2% | ?
O=C(O)CCCc1nc(-c2ccccc2)no1
  -1.3% | -1.5 | 0.6% | -0.4% | i | -4.0% | 9.1% | 11.9% | ?
CCOc1ccc2nc(NC(=O)C3(C)CC3(Br)Br)sc2c1 (stereo not given)
  -16.7% | 1.8 | 6.2% | 14.5% | i | nt | -20.9% | 14.0% | ?
Cc1ccc2nc(-c3ccc(NC(=O)COc4ccc(Cl)c(C)c4)cc3)sc2c1
  -13.7% | nt | 4.2% | 6.4% | nt | nt | -0.8% | nt | ?
Cc1ccccc1C(=O)N1CCN(c2ccccn2)CC1
  -5.4% | -0.2 | 1.1% | -0.5% | i | -7.9% | 1.8% | 6.2% | -8.4%
O=C(Nc1ccc(-c2ccc3nncn3n2)cc1)C1CCCC1
  -42.3% | 0.9 | -3.3% | 2.2% | i | 17.2% | -5.0% | 2.0% | 6.8%
Cc1cccc(OCC(=O)OCc2cc(=O)n3nc(-c4cccs4)sc3n2)c1
  -24.7% | nt | -3.3% | 4.8% | ? | -7.8% | -16.2% | nt | 21.3%
Cc1cccc2[nH]c(CN(C)Cc3nc(CC4CC4)no3)nc12
  -11.4% | -1.8 | 0.5% | -0.2% | i | 3.6% | 3.2% | 4.5% | -2.0%
COc1ccc(-n2nc(C(N)=O)nc2-c2ccccc2)cc1
  7.4% | 2.1 | 1.7% | -0.6% | i | -5.7% | 16.5% | 1.8% | -8.7%
CC(Sc1cn(CCNC(=O)c2ccccc2F)c2ccccc12)c1ccccc1 (stereo not given)
  -21.4% | nt | -11.2% | 6.1% | ? | ? | ? | nt | ?
CCCc1c(C)nc2scc(-c3ccc(Cl)cc3)n2c1=O
  10.5% | -1.5 | nt | 0.5% | i | nt | -1.4% | 2.4% | nt
CS(=O)(=O)N(CC(=O)NCc1ccncc1)Cc1ccc(Cl)cc1
  7.9% | -1.3 | -2.0% | -0.4% | i | -6.0% | 19.5% | -3.5% | -5.9%
CC(NC(=O)COC(=O)/C=C/c1ccc([N+](=O)[O-])cc1)c1ccccc1 (stereo not given)
  11.8% | -2.5 | -3.4% | 0.0% | i | -6.0% | -29.0% | -7.0% | 0.1%
O=Cc1ccc(Oc2cc(-c3ccccc3)nc(-c3ccccc3)n2)cc1
  -1.2% | 1.9 | 7.4% | 0.1% | i | -7.0% | 13.9% | 21.1% | ?
CCn1c(SCC(=O)Nc2cccc(NC(=O)c3ccco3)c2)nnc1-c1cccs1
  9.9% | -0.4 | -6.2% | 2.4% | i | 2.8% | ? | 11.5% | -19.6%
Cn1c(=O)c2c(nc(NCCc3ccccc3)n2Cc2ccc(F)cc2)n(C)c1=O
  -35.5% | -5.8 | 0.5% | -0.2% | ? | ? | ? | 5.5% | ?
O=c1cc(O)nc(SCc2ccc(Cl)cc2)[nH]1
  -14.5% | 2.2 | 3.9% | 0.0% | i | 0.7% | 9.4% | 7.9% | 10.4%
Cc1cccc(C(=O)Nc2ccc(NC(=O)c3ccccc3)cc2)c1
  -2.0% | -1.8 | -6.2% | 3.0%[9.22 µM] | i | -17.7% | -1.6% | 10.6% | 0.2%
Cc1ccc(C)c(NC(=S)N2CCCC2)c1
  9.5% | -3.7 | 0.7% | -0.5% | i | 0.3% | -3.7% | -0.7% | -7.5%
CC(C)Cc1nnc(NC(=O)CCC(=O)N2CCN(Cc3ccc(Cl)cc3)CC2)s1
  -32.4% | 16.2 | -12.1% | -0.3% | i | ? | ? | 4.9% | ?
CC(C)(C)c1cnnn1-c1ccc(-c2csc(N)n2)cc1
  -1.5% | -0.3 | 2.6% | 0.0% | i | 19.6% | -18.4% | 6.4% | 2.1%
CC(NC(=O)Cn1c(=O)[nH]c2ccsc2c1=O)C12CC3CC(CC(C3)C1)C2 (stereo not given)
  -8.1% | 4.2 | -0.3% | 0.1% | i | 5.8% | 0.0% | -10.0% | 7.5%
CC(C)c1cccc(C(C)C)c1OCCCCN1CCCC1
  -12.6% | -1.1 | -5.1% | 0.0% | i | -12.6% | -19.0% | -0.7% | -1.2%
C=CCn1c(=S)[nH]c2scc(-c3cccs3)c2c1=O
  -55.9% | 0.3 | 1.5% | 0.4% | i | -10.8% | ? | 2.2% | 17.1%
COCCNC(=O)C1CCCN(Cc2ccccc2F)CC1 (stereo not given)
  -2.6% | -0.4 | nt | 0.1% | i | 3.1% | 35.7% | 8.1% | nt
CC1=C(C(=O)Nc2ccccc2)C2(CCCCC2)C(C#N)=C(S)N1
  3.8% | 1.3 | -3.2% | 0.6% | i | 4.6% | 0.4% | 3.9% | nt
O=C(CCc1nc2ccccc2c(=O)[nH]1)NNC(=O)c1cccc(Cl)c1
  -2.7% | 0.1 | 6.2% | 4.7% | i | -31.7% | -16.7% | 6.4% | 4.7%
CC(C)C(=O)NC(=S)N(Cc1ccccc1)Cc1ccccc1
  -3.9% | -4.0 | -7.8% | -0.2% | i | nt | -4.4% | 23.3% | -3.7%
CCOC(=O)N/N=C/c1c(C)nn(-c2ccccc2Cl)c1Cl
  -19.1% | -3.1 | -2.4% | 2.3% | i | 74.8%[activator] | 3.6% | 0.1% | ?
O=C(CN(c1ccc(F)cc1)S(=O)(=O)c1ccc2c(c1)OCCO2)Nc1ccc2c(c1)OCO2
  -27.0% | -2.5 | -4.6% | -0.3% | i | 3.3% | -8.0% | 5.3% | -5.6%
O=C(NCCO)C(O)C(O)C(=O)NCCO (stereo not given)
  2.1% | -1.5 | -2.8% | 2.0% | i | 10.0% | -1.3% | 5.7% | 0.5%
O=C(NCCCn1ccnc1)c1cc2nc(-c3ccc(Br)cc3)cc(C(F)(F)F)n2n1
  -42.0% | -2.4 | ? | 1.9% | ? | ? | -12.3% | -0.1% | 20.6µM*
O=C(NCc1ccccc1)C(c1ccccn1)N(C(=O)c1csnn1)c1ccccc1F (stereo not given)
  -2.1% | -0.9 | -0.8% | -0.7% | ? | 8.9% | -1.5% | 0.0% | 5.0%
COc1ccc(N2CC(C(=O)N[C@H](C(=O)NC3CCCC3)C(C)C)CC2=O)cc1 (stereo not given in full)
  2.1% | -1.9 | 15.6% | -0.2% | i | 13.1% | -2.2% | -9.6% | ?
CCNc1c(NC(=O)c2cccs2)c(=O)oc2ccccc12
  -6.2% | -0.8 | -3.6% | 0.8% | i | -0.3% | 8.6% | 6.1% | -12.4%
Cc1c(N2C(=O)/C(=C/c3cccc4ccccc34)SC2=S)c(=O)n(-c2ccccc2)n1C
  -8.9% | -2.9 | -8.6% | 0.1% | i | -3.0% | 1.0% | 18.2% | -0.2%

Rewritten with each value named: 3 of the compounds above
O=C(CN(c1ccc(F)cc1)S(=O)(=O)c1ccc2c(c1)OCCO2)Nc1ccc2c(c1)OCO2
- HepG2 tox: -27.0%
- IL2 activator: -2.5
- A549 tox: -4.6%
- Nrf2 activator: -0.3%
- S2 tox: i
- ATXN2 expr inh: 3.3%
- TGFb inhibitor: -8.0%
- EPAC2 agonist: 5.3%
- Nrf2 inh: -5.6%

O=C(NCCO)C(O)C(O)C(=O)NCCO (stereo not given)
- HepG2 tox: 2.1%
- IL2 activator: -1.5
- A549 tox: -2.8%
- Nrf2 activator: 2.0%
- S2 tox: i
- ATXN2 expr inh: 10.0%
- TGFb inhibitor: -1.3%
- EPAC2 agonist: 5.7%
- Nrf2 inh: 0.5%

O=C(NCCCn1ccnc1)c1cc2nc(-c3ccc(Br)cc3)cc(C(F)(F)F)n2n1
- HepG2 tox: -42.0%
- IL2 activator: -2.4
- A549 tox: ?
- Nrf2 activator: 1.9%
- S2 tox: ?
- ATXN2 expr inh: ?
- TGFb inhibitor: -12.3%
- EPAC2 agonist: -0.1%
- Nrf2 inh: 20.6µM*
